Screens from PubChem BioAssay.
BoNT F protease – BoNT/F light chain protease inhibitors, primary screen, biochemical, flow cytometry, MLPCN library; Botulinum neurotoxin type F light chain protease (Clostridium botulinum); Multiplex microsphere protease cleavage assay; inhibition, % at 10 µM; hit rate 0.22% among 360,000; in the data active = inhibition above about 35%, passing the limit was not always enough; inconclusive = no clear call, values can overlap the other calls; also: plate controls were buffer without enzyme for full effect and enzyme alone for no effect
FadD28 binding – inhibitors of FadD28 bisubstrate probe binding, primary screen, biochemical, fluorescence polarization, single point. Mycobacterium tuberculosis FadD28 fatty-acid-AMP ligase. inhibition, % at 12.5 µM. hit rate 0.22% among 360,000. AID 588549, 2011; in the data active = inhibition above about 8.5%, passing the limit was not always enough; inconclusive = no clear call, values can overlap the other calls
MazEF act – activators of E. coli MazEF toxin-antitoxin RNase, primary screen, biochemical, fluorescence, uHTS. activation, % at 20 µM. Endoribonuclease toxin MazF (Escherichia coli (strain K12)), P0AE70. hit rate 0.32% among 350,000. FAM/BHQ RNA-DNA oligo cleavage fluorescence, 5 h; in the data active = activation above about 50%
Target sequence (P0AE70 whole entry, looked up): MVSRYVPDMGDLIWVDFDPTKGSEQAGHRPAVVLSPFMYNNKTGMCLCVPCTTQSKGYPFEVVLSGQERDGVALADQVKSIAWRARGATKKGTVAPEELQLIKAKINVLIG
Rv3671c protease – Rv3671c serine protease inhibitors, primary screen, biochemical, fluorescence polarization, M. tuberculosis H37Rv; P9WHR9; inhibition, % at 5.96 µM; hit rate 0.048% among 320,000; in the data active = inhibition above about 38%;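 also: extracellular domain of Rv3671c used as enzyme; 0% = enzyme with DMSO and 100% = no enzyme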
UGM FP inh – M. tuberculosis UGM enzyme inhibitors, primary screen, biochemical, fluorescence polarization, single point; hit rate 0.06% among 320,000; inhibition, % at 10 µM; purified UGM, fluorescence polarization probe displacement; UDP-galactopyranose mutase (Mycobacterium tuberculosis (strain ATCC 25618 / H37Rv)), …; AID 504406, 2011; in the data active = inhibition above about 10%, passing the limit was not always enough; inconclusive = no clear call, values can overlap the other calls
Target sequence (P9WIQ1 whole entry, looked up): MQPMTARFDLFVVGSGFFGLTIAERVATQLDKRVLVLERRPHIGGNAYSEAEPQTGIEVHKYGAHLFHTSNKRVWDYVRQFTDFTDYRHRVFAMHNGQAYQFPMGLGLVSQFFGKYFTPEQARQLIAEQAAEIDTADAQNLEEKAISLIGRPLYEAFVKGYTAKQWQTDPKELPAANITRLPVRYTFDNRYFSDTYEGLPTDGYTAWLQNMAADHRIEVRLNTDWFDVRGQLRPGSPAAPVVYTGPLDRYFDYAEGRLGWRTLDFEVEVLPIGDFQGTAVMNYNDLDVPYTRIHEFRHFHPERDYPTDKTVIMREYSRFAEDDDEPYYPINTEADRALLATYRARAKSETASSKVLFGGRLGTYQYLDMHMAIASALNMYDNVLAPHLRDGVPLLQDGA
BioA inh – M. tuberculosis BioA enzyme inhibitors, primary screen, biochemical, plate reader, single point, HTS | inhibition, % at 9.99 µM | 7,8-diaminopelargonic acid synthase BioA (Mycobacterium tuberculosis) | purified M. tuberculosis BioA enzyme | hit rate 0.096% among 360,000; in the data active = inhibition above about 40%; inconclusive = no clear call, values can overlap the other calls
PrPC surface inh – inhibitors of human cell surface prion protein PrPC, primary screen, cell-based, TR-FRET | Major prion protein (Homo sapiens), P04156 | TR-FRET read-out | inhibition, % at 13.8 µM | hit rate 0.43% among 370,000 | AID 720596, 2013; in the data active = inhibition above about 24%; also: 0% = median of the test wells and 100% = reference compound wells
GDH-TPI counter – GDH-TPI coupling enzyme inhibitors, primary screen, artefact control for M. tuberculosis FBA inhibitor project, biochemical, absorbance, full deck; hit rate 1.2% among 360,000; AID 588335, 2011; GDH-TPI coupled enzyme counterscreen, NADH absorbance; inhibition, % at 4.8 µM; in the data active = inhibition above about 30%;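 also: 0% = DMSO wells and 100% = wells lacking the enzyme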
Mtb FBA inh – Mtb FBA enzyme inhibitors, primary screen, biochemical, fluorescence, strain H37Rv; inhibition, % at 1 µM; hit rate 2.3% among 360,000; purified M. tuberculosis FBA, fluorescence read-out; AID 588726, 2011; Fructose-bisphosphate aldolase (Mycobacterium tuberculosis (strain ATCC 25618 / H37Rv)), …; in the data active = inhibition above about 27%;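 also: 0% = vehicle and 100% = reference inhibitor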
Target sequence (P9WQA3 whole entry, looked up): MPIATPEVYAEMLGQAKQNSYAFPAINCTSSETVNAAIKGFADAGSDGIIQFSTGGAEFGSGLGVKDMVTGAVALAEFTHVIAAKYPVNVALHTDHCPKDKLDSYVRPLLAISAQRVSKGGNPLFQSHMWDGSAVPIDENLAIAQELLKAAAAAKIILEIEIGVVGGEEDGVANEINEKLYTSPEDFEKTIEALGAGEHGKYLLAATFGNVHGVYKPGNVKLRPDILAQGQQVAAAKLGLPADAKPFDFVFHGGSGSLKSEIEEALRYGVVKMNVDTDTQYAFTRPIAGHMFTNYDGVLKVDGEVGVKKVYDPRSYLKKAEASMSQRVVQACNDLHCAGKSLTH
An asterisk follows results filed as active; u = inconclusive; x = no result given.

Structure	BoNT F protease	FadD28 binding	MazEF act	Rv3671c protease	UGM FP inh	BioA inh	PrPC surface inh	GDH-TPI counter	Mtb FBA inh
Cc1ccc(-n2ccn(CC(=O)NCCc3ccccc3)c(=O)c2=O)cc1C	-7	-0.3	0	0	-1.7	-0.1	4	5	4
O=S(=O)(c1ccc(Cl)cc1)n1ccc2cccnc21	8	-2.8	8	-6	1.7	1.1	-5	-2	-2
CCOc1c2ccoc2nc2c(OC)c(OC)ccc12	4	1.2	3	5	-0.5	2.6	-5	13	67*
C[C@H](CO)N1C[C@H](C)[C@@H](CN(C)S(=O)(=O)c2cccs2)Oc2c(NC(=O)C3CC3)cccc2C1=O	-8	-1.5	10	0	-4.2	-2.0	-7	3	3
CCOc1ccc(NC(=O)COC(=O)c2ccc3c(c2)C(=O)N(CCc2ccccc2)C3=O)cc1	3	-4.4	4	-7	3.6	-1.1	-6	-6	4
O=c1[nH]c(=S)[nH]c2scc(-c3ccc(Br)cc3)c12	u	-2.3	-7	-2	1.7	1.1	15	24	-1
CCn1c(=S)sc2nc(C)sc21	9	-3.9	6	-3	-2.1	-1.1	0	15	1
O=C(NCCCn1ccnc1)/C(=C\c1ccccc1Cl)NC(=O)c1ccccc1	-3	-1.0	1	-1	-2.0	-1.2	-3	-1	1
OC(COCc1cccs1)CN1CCN(c2ccccc2Cl)CC1 (stereo not given)	-3	0.3	5	-6	5.4	x	3	-3	4
O=C(Nc1ccccc1)/C(=C1\CCCN1)[N+](=O)[O-]	1	-2.6	0	2	-2.1	x	-3	15	-6
Cc1ccc(C(=O)O)c(C(=O)Nc2nc(C)cs2)c1	-11	-2.2	4	3	-0.2	-1.4	7	-4	2
Cc1nnc(NC(=O)c2cccc(F)c2)s1	3	-0.3	3	7	-0.8	-3.4	0	1	-1
O=C1CC(c2ccc(Cl)cc2)SC(N(c2ccccc2)c2ccccc2)=N1 (stereo not given)	2	-2.5	0	3	-3.5	x	-2	2	-1
COc1ccc(C(C)(O)c2nc(-c3ccc4ccccc4c3)cs2)cc1 (stereo not given)	-5	-3.0	x	x	x	-1.6	9	6	-4
CC(C)(C)/C(O)=C(/C#N)c1nc2ccccc2[nH]1	-6	0.1	10	9	-1.3	-0.1	5	24	0
Cc1ccc(C)c(NC(=S)N(Cc2cccc(Br)c2)CC2CCC(C(=O)O)CC2)c1 (stereo not given)	4	-3.5	-11	-1	0.5	-0.7	4	-5	-7
O=C(O)C(c1ccccc1)C(O)C1CC=CCC1 (stereo not given)	-5	-0.1	12	x	x	-1.3	10	-7	-2
COc1ccc(OC)c(/C=C/C(=O)N2C(=O)c3cccc(N)c3C2=O)c1	-2	-4.5	19	-6	2.7	x	-11	6	10
CC(C)NC(=O)[C@H]1N2C(=O)c3ccccc3C2SC1(C)C (stereo not given in full)	36*	-3.0	7	-4	-2.0	-0.6	-3	0	3
COc1ccc(N2C(=O)c3ccccc3NC2c2ccc(OC)c(CN3CCOCC3)c2)cc1 (stereo not given)	x	-0.9	-2	-4	-1.6	x	-3	9	10

Single entries from the list:
Reading of Cc1ccc(C)c(NC(=S)N(Cc2cccc(Br)c2)CC2CCC(C(=O)O)CC2)c1 (stereo not given) in FadD28 binding: -3.5
Reading of COc1ccc(C(C)(O)c2nc(-c3ccc4ccccc4c3)cs2)cc1 (stereo not given) in Mtb FBA inh: -4

One compound at a time, as listed above. Screens in order: BoNT F protease | FadD28 binding | MazEF act | Rv3671c protease | UGM FP inh | BioA inh | PrPC surface inh | GDH-TPI counter | Mtb FBA inh
Cc1ccc(C)c(NC(=S)N(Cc2cccc(Br)c2)CC2CCC(C(=O)O)CC2)c1 (stereo not given) as listed: 4 | -3.5 | -11 | -1 | 0.5 | -0.7 | 4 | -5 | -7
COc1ccc(C(C)(O)c2nc(-c3ccc4ccccc4c3)cs2)cc1 (stereo not given) as listed: -5 | -3.0 | x | x | x | -1.6 | 9 | 6 | -4
O=C(Nc1ccccc1)/C(=C1\CCCN1)[N+](=O)[O-] as listed: 1 | -2.6 | 0 | 2 | -2.1 | x | -3 | 15 | -6
O=C(NCCCn1ccnc1)/C(=C\c1ccccc1Cl)NC(=O)c1ccccc1 as listed: -3 | -1.0 | 1 | -1 | -2.0 | -1.2 | -3 | -1 | 1
O=C1CC(c2ccc(Cl)cc2)SC(N(c2ccccc2)c2ccccc2)=N1 (stereo not given) as listed: 2 | -2.5 | 0 | 3 | -3.5 | x | -2 | 2 | -1

(more compounds)
Structure	BoNT F protease	FadD28 binding	MazEF act	Rv3671c protease	UGM FP inh	BioA inh	PrPC surface inh	GDH-TPI counter	Mtb FBA inh
O=C(Nc1cccc(S(=O)(=O)N2CCOCC2)c1)c1cn(-c2ccccc2)nc1-c1ccccc1	-1	-4.7	6	-166	2.1	-1.4	12	6	-1
Cc1onc(-c2c(Cl)cccc2Cl)c1NC(=O)NNc1c(Cl)cncc1Cl	3	-0.3	-1	-7	-0.9	x	-7	0	2
CCCN1Cc2cccc(C(=O)NCCCOC(C)C)c2C1=O	-6	-2.3	11	-3	1.7	1.1	4	4	1
CC1(C)C(=O)Nc2ccccc2N1C(=O)CN1C(=O)c2ccccc2C1=O	14	0.0	-19	-1	1.5	-1.0	-2	6	-1
CC1CCCN(S(=O)(=O)c2cccc(C(=O)NCCCN3CCCC3=O)c2)C1 (stereo not given)	-3	-2.0	4	x	x	-0.5	-9	-3	3
Cc1ccccc1Nc1c(N)c(=O)oc2ccccc12	-7	-3.5	-2	-5	-1.0	12	6	15	5
Cc1c(C(=O)NC(C)c2ccncc2)oc2ccccc12 (stereo not given)	-1	-7.7	17	1	-1.9	1.5	3	-2	0
COC(=O)COc1ccc(Cl)cc1C1Nc2ccccc2C(=O)N1c1ccc(OC)cc1 (stereo not given)	-6	23*	0	-3	0.0	1.7	-7	20	22
OCCC1CN(Cc2ccccc2OC2CCCC2)CCN1Cc1ccsc1 (stereo not given)	-2	-3.0	0	-8	-0.8	x	-3	3	-2
Cc1c(C)n(CCC(=O)O)c2ccccc12	-2	-3.5	4	-3	0.2	x	0	0	12
CCc1nc2ccccc2c(C(=O)OCC(=O)NC2CCCC2)c1C	-4	-5.2	8	-1	0.0	x	0	-8	-1
COCCN1C(=O)C(=O)/C(=C(/O)c2ccc(S(=O)(=O)N3CCCCC3)cc2)C1c1ccc(OC)cc1 (stereo not given)	2	-2.3	2	-8	0.8	-0.9	4	1	-1
CC1SC(c2ccc(F)cc2)N(CCc2ccccc2)C1=O (stereo not given)	18	-2.7	0	-4	2.0	-0.4	11	11	-1
CC(C)Cc1nc(N2CCN(C(=O)c3ccccc3)CC2)c(C#N)c2c1CCC2	1	-4.1	-9	8	-1.4	-0.1	-4	-16	12
CCOC(=O)C1CCN(C(=O)c2cccc(S(=O)(=O)NCc3ccccc3)c2)CC1	2	-1.5	2	2	1.0	5.6	-4	-3	-1
c1csc(-c2cn3c(n2)SCC3)c1	3	-3.7	0	3	-1.5	-2.2	-9	-11	3
CC1(C(=O)Nc2cnc3ccccc3c2)CCN1Cc1cc2ccccc2o1 (stereo not given)	-4	-6.3	x	x	x	-0.2	1	2	-3
CCOC(=O)Cn1nc(C)c([N+](=O)[O-])c1C	2	-1.2	-24	-2	-2.6	x	-1	11	0
O=C(CSc1cc(Cl)ccc1Cl)NC1CC1	2	-1.2	-1	5	-1.2	-1.0	-4	-5	-3
COC(=O)C1=C(c2cc3ccccc3o2)C[C@@H]2CC[C@H]1N2C(=O)NC1CCCCC1	-1	-4.7	1	-7	-0.3	1.5	4	4	2
O=C(COc1ccccc1)N1CCN=C1SCc1ccccc1F	-2	-0.8	13	-3	0.3	0.4	3	6	-2
Cc1ccc2c(C(=O)CN3CCCCC3)c(C)[nH]c2c1	-6	-2.2	-1	7	2.1	-1.5	-6	6	-2
C=CCn1cnc2scc(-c3ccc(OC)cc3)c2c1=O	30	-2.7	8	-2	-0.7	3.7	-10	2	2
CCOc1ccc(NC(=O)c2ccccc2OCC(=O)c2ccc(C)cc2)cc1	2	-0.8	1	-3	-3.4	-0.2	-2	8	1
Cn1c(C(=O)OCC(=O)NCc2ccc(F)cc2)cc2occc21	-6	-1.6	6	6	x	-0.6	8	-6	2
COc1cccc(C(=O)N(Cc2nc(-c3cccc(C)c3)no2)C(C)C)c1OC	15	-1.1	5	-6	0.5	-0.6	0	1	1
COc1ccc(CNC(=O)Nc2nc(C(N)Cc3ccc(F)cc3)cs2)cc1 (stereo not given)	-13	-0.9	x	x	x	-1.1	-10	11	0
Cc1cccc(-c2ocnc2C(=O)Nc2ncc(C)s2)c1	-8	-1.1	13	x	x	-2.1	-5	-3	-1

3 entries already listed, arranged by length of the SMILES, falling:
Structure	BoNT F protease	FadD28 binding	MazEF act	Rv3671c protease	UGM FP inh	BioA inh	PrPC surface inh	GDH-TPI counter	Mtb FBA inh
COc1cccc(C(=O)N(Cc2nc(-c3cccc(C)c3)no2)C(C)C)c1OC	15	-1.1	5	-6	0.5	-0.6	0	1	1
Cc1ccccc1Nc1c(N)c(=O)oc2ccccc12	-7	-3.5	-2	-5	-1.0	12	6	15	5
Cc1nnc(NC(=O)c2cccc(F)c2)s1	3	-0.3	3	7	-0.8	-3.4	0	1	-1
